# Cav3 T inh – blocks human Cav3.2 T-type calcium channel; Cav3.2-expressing cells, Fluo-4 calcium fluorescence FDSS; hits give low values; 4% of 100,000 active; B-score at 10 µM; O95180;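 active means single-dose well whose peak fluorescence ratio is a statistical outlier from its plate by either plate-standardised score or position-corrected B-score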
# Target sequence (O95180 whole entry, looked up): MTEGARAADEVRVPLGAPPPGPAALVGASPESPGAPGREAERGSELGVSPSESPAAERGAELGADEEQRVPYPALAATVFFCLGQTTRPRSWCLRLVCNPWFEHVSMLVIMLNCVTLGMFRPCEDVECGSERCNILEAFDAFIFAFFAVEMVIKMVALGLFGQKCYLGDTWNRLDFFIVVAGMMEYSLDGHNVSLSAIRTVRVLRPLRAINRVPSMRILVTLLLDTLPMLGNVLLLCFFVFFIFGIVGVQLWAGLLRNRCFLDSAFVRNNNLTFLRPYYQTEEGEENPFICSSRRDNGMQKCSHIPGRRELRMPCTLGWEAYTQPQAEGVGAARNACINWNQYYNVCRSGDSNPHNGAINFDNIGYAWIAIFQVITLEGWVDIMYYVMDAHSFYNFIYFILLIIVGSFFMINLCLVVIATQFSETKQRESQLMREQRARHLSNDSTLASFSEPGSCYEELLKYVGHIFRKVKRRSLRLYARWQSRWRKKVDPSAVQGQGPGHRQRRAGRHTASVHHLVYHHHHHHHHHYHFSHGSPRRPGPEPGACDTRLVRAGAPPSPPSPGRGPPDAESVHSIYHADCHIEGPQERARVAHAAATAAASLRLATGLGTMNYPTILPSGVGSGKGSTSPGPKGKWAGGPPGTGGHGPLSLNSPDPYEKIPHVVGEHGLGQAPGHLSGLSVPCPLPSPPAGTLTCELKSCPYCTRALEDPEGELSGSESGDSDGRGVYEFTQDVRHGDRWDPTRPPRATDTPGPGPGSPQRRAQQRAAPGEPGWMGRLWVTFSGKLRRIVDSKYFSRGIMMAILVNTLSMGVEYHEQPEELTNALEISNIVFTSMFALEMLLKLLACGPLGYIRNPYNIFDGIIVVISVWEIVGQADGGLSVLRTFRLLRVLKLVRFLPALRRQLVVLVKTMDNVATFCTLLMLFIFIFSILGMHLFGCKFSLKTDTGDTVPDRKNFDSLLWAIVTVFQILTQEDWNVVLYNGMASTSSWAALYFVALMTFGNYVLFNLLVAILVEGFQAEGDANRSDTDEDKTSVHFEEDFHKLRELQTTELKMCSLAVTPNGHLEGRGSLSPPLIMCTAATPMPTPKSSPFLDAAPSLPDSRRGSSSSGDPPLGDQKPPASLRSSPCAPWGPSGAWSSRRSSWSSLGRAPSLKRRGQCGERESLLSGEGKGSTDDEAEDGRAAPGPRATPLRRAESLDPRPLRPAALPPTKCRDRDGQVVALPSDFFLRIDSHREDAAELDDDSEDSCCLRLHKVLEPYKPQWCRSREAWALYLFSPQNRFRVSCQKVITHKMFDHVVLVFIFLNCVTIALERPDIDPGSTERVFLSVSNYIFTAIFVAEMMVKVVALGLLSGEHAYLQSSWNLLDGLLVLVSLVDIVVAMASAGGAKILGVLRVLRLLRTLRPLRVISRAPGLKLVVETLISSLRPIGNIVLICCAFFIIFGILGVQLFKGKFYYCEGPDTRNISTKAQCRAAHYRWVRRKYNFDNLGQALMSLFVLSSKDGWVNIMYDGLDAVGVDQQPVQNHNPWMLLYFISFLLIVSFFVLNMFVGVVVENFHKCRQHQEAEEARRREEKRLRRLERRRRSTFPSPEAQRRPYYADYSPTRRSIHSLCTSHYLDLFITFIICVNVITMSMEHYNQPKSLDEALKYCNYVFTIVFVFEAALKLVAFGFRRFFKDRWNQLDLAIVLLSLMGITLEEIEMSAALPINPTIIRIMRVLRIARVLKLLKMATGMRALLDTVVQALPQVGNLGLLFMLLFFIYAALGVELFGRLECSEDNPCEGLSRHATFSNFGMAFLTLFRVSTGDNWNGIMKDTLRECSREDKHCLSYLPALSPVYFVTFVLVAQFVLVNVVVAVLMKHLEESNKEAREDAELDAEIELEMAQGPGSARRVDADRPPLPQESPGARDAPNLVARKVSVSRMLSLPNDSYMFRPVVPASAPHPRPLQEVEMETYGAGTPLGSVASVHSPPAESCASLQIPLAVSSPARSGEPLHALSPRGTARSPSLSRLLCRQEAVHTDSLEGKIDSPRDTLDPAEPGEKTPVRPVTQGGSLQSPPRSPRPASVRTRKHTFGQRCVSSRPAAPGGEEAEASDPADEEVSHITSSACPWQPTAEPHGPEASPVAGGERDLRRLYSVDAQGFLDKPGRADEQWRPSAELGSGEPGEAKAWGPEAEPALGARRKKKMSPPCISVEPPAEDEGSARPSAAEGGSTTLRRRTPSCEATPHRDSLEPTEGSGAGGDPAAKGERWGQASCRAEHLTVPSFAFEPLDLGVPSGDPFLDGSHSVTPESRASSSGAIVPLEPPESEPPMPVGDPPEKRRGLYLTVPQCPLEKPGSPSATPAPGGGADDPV
# * marks the source's active call; other numbers are inactive results.
entry	canonical_smiles	Cav3 T inh
1	O=C(N1CCCCCC1)N1CCN(S(=O)(=O)c2ccccc2)CC1	0.056
2	CCOc1ccc2[nH]c(=O)c(CN(CCO)Cc3nnnn3CCc3ccccc3)cc2c1	2.3
3	CCOc1ccc(NC(=O)NCCCn2c(C)nc3cc(C)c(C)cc32)cc1	-0.7
4	Cc1ccc(N2CC(C(N)=O)CC2=O)cc1C (stereo not given)	-2.1
5	COC(=O)COc1ccc(S(=O)(=O)Nc2ccc(C(N)=O)cc2)cc1C	-1.1
6	CC(C)(C)c1ccc(S(=O)(=O)NCCc2ccncc2)cc1	0.2
7	CCOC(=O)c1c(C)[nH]c(C(=O)Cn2nnc(-c3ccc(Cl)cc3)n2)c1C	0.042
8	COc1cccc(CNC(=O)CSCc2cnn(-c3ccccc3)c2-n2cccc2)c1	-5.3*
9	Cc1sc(NC(=S)NC(=O)c2cccs2)nc1-c1ccc(CC(C)C)cc1	-0.068
10	CNc1nn(-c2cccc(Cl)c2)nc1N	0.2
11	Clc1cccc(Cl)c1NC1=NCCC1	-0.0059
12	CC(=O)N(C(C)=O)c1cccc2c(N(C(C)=O)C(C)=O)cccc12	-0.14
13	O=C(NC(N1CCCC1)C(Cl)(Cl)Cl)c1ccccc1 (stereo not given)	-0.089
14	Cc1ccc(C(=O)Nc2cc(C(F)(F)F)ccc2N2CCCCC2)cc1[N+](=O)[O-]	-3.1
15	Cc1ccc(NC2=NCC(=O)N2Cc2ccc3c(c2)OCO3)c(C)c1	-0.84
16	O=C1c2ccccc2C(=O)N1CNc1ccccc1	-0.41
17	Cc1cccc(NC(=O)c2cnc3sccn3c2=O)n1	-0.54
18	CN1CCN(c2ccc(NC(=O)Cc3ccccc3)cc2)CC1	0.06
19	COc1cccc(CNC(=O)CN(C)S(=O)(=O)c2cnc[nH]2)c1	0.08
20	COc1ccc(CN(C(=O)c2cc3ccccc3oc2=O)C2CCCC2)cc1	-0.9
21	COc1cc2c(cc1OC)-c1cc(NC3CCCCC3)nc(=O)n1CC2	-0.011
22	CCn1ncc(Cl)c1C(=O)Nc1ccncc1	-0.44
23	N#CC1=C2SCCN2C(=O)C(C#N)C12CCCCC2 (stereo not given)	0.11
24	COc1ccc2c(c1OC)C(=O)N(C(C)C(=O)O)C2=O (stereo not given)	-0.16
25	COc1cccc(-c2nc3cc(C)ccc3o2)c1	1.1
26	c1ccc(Cn2nnc3c(Nc4ccc5c(c4)OCO5)nc(C4CC4)nc32)cc1	-0.055
27	CCn1c(SCc2ccc(C)cc2)nnc1-c1cnccn1	-0.025
28	N=c1ccn(Cc2cccc(Cl)c2)cc1	-0.073
29	CCOc1ccc(N(CC(=O)NC(C)CC)S(C)(=O)=O)cc1 (stereo not given)	0.42
30	Cc1ccccc1N1CCN(C(=O)CN2C(=O)c3ccccc3C2=O)CC1	0.59
31	CCCc1cc(C(=O)Cc2nc3ccccc3s2)c(O)cc1O	-1.7
32	O=C(CS(=O)CC(=O)N(CC(=O)NC1CCCC1)C1CCCC1)Nc1ccc(F)cc1 (stereo not given)	0.21
33	CC(C)Sc1nc(N2CCOCC2)c2c(c1C#N)CC(C)(C)SC2	-3.4
34	COC(=O)Nc1ccc2c(c1)OCO2	-0.4
35	COc1cccc(N2CCN(C3CC(=O)N(c4ccc(F)c(Cl)c4)C3=O)CC2)c1 (stereo not given)	-1
36	COc1ccc(CNC(=O)c2cccc(N3CCCC3=O)c2)cc1	0.75
37	CCn1c(=S)sc2c(=O)n(-c3ccccc3)c(SC)nc21	-1.6
38	COc1ccc(C(=O)CSc2nnc(Cn3cnc4ccccc43)o2)cc1	0.25
39	COc1cccc(C(=O)N2CCCC(c3nc(-c4cccs4)no3)C2)c1 (stereo not given)	-2
40	O=C(Nc1ccc2c(c1)OCO2)C1CCN(S(=O)(=O)c2cccc3cccnc23)CC1	-0.7
41	NC(=O)NC(Cc1ccccc1)C(=O)NCC1(N2CCCCC2)CCCCC1 (stereo not given)	0.15
42	O=C(NCc1ccccc1C(F)(F)F)C12CN(Cc3ccccc3)CC1C(c1ccc([N+](=O)[O-])cc1)=NO2 (stereo not given)	-0.34
43	CCC(C)NC(=O)c1c(F)c(F)c(F)c(F)c1F (stereo not given)	-0.02
44	S=c1[nH]c2ccc(Cl)cc2[nH]1	-1.8
45	CCSc1nc2c(c(=O)n1CC)SC(C)C2 (stereo not given)	-1.2
46	Cc1nc(CSc2nnc3scc(-c4ccccc4)n23)cs1	0.41
47	COCCCNC(=S)NC1CC2CCCC(C1)N2Cc1cccs1 (stereo not given)	1.3
48	O=C1C(Cl)=C(N2CCN(Cc3ccccc3)CC2)C(=O)N1c1ccccc1	-0.51
49	CC(C)(C)C(=O)Nc1nc(C2CCCN2S(=O)(=O)c2ccc(Cl)cc2)cs1 (stereo not given)	-4*
50	COc1ccc(CNC(=O)c2ccc(NS(=O)(=O)c3c(C)noc3C)cc2)cc1	-3.9
51	CCOC(=O)N1CCC(NS(=O)(=O)c2ccc3c(c2)OCC(=O)N3)CC1	-0.34
52	Cc1c(NS(=O)(=O)c2cccs2)c(=O)n(-c2ccccc2)n1C	0.52
53	CC1CN(S(=O)(=O)c2ccc(Cl)c(C(F)(F)F)c2)CC(C)O1 (stereo not given)	-0.8
54	COCC(=O)Nc1nc2n(n1)C(c1ccc(OC)cc1)CC(c1ccc(OC)cc1)N2 (stereo not given)	0.011
55	CN1C(=O)N(C)C2(c3ccccc3)N(C)C(=O)NC12c1ccccc1 (stereo not given)	0.44
56	COc1ccc(CCn2c(N)c(C(=O)NCc3ccco3)c3nc4ccccc4nc32)cc1OC	0.093
57	CCC(=O)N(c1ccc(F)cc1)C1C=CS(=O)(=O)C1 (stereo not given)	0.093
58	COc1cccc(C(=O)Nc2ccc(N3CCN(Cc4ccccc4)CC3)cc2)c1	-0.25
59	Cn1c(=O)c2c(nc(N3CCOCC3)n2CC(=O)C23CC4CC(CC(C4)C2)C3)n(C)c1=O	2
60	Cc1cc(=O)oc(C)c1C(=O)NCCc1ccccc1	-0.59

# Further records:
entry	canonical_smiles	Cav3 T inh
61	CCN(CC)C(=O)CC(c1ccc2c(c1)OCO2)c1c(O)cc(OC)cc1OC (stereo not given)	-0.29
62	Cc1ccc(C)c(N2CCN(c3ncnc4c3cnn4-c3ccccc3)CC2)c1	-0.95
63	COc1ccc(NC(=O)Cc2ccccc2)cc1	-0.21
64	CCN(CC)C(=O)c1cnn(-c2ccccc2)c1NC(=O)c1cccc(F)c1	-1.4
65	CO/N=C(\C(=O)N[C@@H]1C(=O)N2C(C(=O)O)=C(COC(C)=O)CS[C@H]12)c1csc(N)n1 (stereo in doubt)	-0.053
66	CCOCCCNC(=O)C1CCN(S(=O)(=O)CC)CC1	0.11
67	CS(=O)(=O)Nc1ccc([N+](=O)[O-])cc1Oc1ccccc1	-0.72
68	Cc1cccc(C)c1NC(=O)CS(=O)CC(=O)NCCCc1ccccc1 (stereo not given)	-0.039
69	Cc1ccc2cccc(OC(=O)c3ccc4c(c3)OCCO4)c2n1	-0.0039
70	CC(C)CNC(=S)NNC(=O)c1ccco1	0.022
71	Cc1ccc2cc(CCNC(=O)C(C)C)c(=O)[nH]c2c1	0.3
72	Cc1nc2ncnn2c(C)c1CCC(=O)Nc1ccc(S(=O)(=O)N2CCCCCC2)cc1	-0.7
73	COc1ccc(CCNS(=O)(=O)c2ccc3c(c2)oc(=O)n3C)cc1OC	0.34
74	CCC(C)(C)n1nnnc1CN1CCC(O)(c2cccc(C(F)(F)F)c2)CC1	-0.044
75	C[C@@H]1CC[C@@]2(O[C@@H](CCO)C[C@@H](O)[C@@H]2O)O1	-0.038
76	CCOC(=O)c1c(NC(=O)c2ccoc2C)sc2c1CCC2	-0.59
77	CC(=O)Nc1ccc(Nc2ncnc3c2cnn3-c2ccccc2)cc1	0.8
78	O=C(Nc1ccc(F)cc1F)c1ccco1	0.078
79	COc1ccc(C2CC(c3cccc(OC)c3)n3nc(N)nc3N2)cc1 (stereo not given)	0.085
80	CCN(CC)C(=O)CC(c1ccccc1)c1ccco1 (stereo not given)	0.11
81	CC(C)(C)c1ccc(C2=CC(c3ccccc3F)n3ncnc3N2)cc1 (stereo not given)	-0.054
82	Cn1c(=O)c2c(nc(NC3CCCCC3)n2CC(=O)C23CC4CC(CC(C4)C2)C3)n(C)c1=O	-5.8*
83	CC(Oc1ccccc1)C(=O)Nc1cccc(-c2nc3ccccc3[nH]2)c1 (stereo not given)	-4.6*
84	CN(Cc1ccccc1)C(=O)c1cc2ccccc2o1	-0.68
85	O=C(NC1CS(=O)(=O)CC1NCc1ccccc1)c1ccccc1 (stereo not given)	-0.36
86	Cc1c(CCC(=O)O)c(=O)oc2cc(O)ccc12	0.92
87	Cc1nc(NCCCn2ccnc2)c2oc3ccccc3c2n1	2.2
88	c1cnc(SCCCOc2ccc3ccccc3c2)nc1	-0.71
89	C(=N\Nc1ncnc2sc3c(c12)CCC3)/c1ccncc1	2
90	Cc1ccc(N2Cc3ccccc3OC(C)C2=O)cc1 (stereo not given)	-1.2

# As entered above:
# entry 38 – Cav3 T inh: 0.25
# entry 89 – Cav3 T inh: 2
# entry 15 – Cav3 T inh: -0.84

# Filtered by structure, the entries above containing a tert-butyl group (three)
entry	canonical_smiles	Cav3 T inh
6	CC(C)(C)c1ccc(S(=O)(=O)NCCc2ccncc2)cc1	0.2
49	CC(C)(C)C(=O)Nc1nc(C2CCCN2S(=O)(=O)c2ccc(Cl)cc2)cs1 (stereo not given)	-4*
81	CC(C)(C)c1ccc(C2=CC(c3ccccc3F)n3ncnc3N2)cc1 (stereo not given)	-0.054

# Going on with the list.
entry	canonical_smiles	Cav3 T inh
91	COc1ccccc1-n1nnnc1SCc1ccccc1	-3.8
92	Cc1cc(NC(=O)Nc2ccc(F)c(Cl)c2)no1	-0.76
93	CCOC(=O)N1CCN(S(=O)(=O)c2ccc(C(=O)NNc3nc4ccc(Cl)cc4s3)cc2)CC1	-1.5
94	COc1ccc(OC)c(NC(=O)COC(=O)c2c3c(nc4ccccc24)CCCC3)c1	-0.89
95	Cc1cccc(C)c1OCCn1nc(C(=O)O)c2ccccc2c1=O	-0.95
96	O=C(c1ccc2c(c1)OCCO2)C1CCN(C(=O)c2ccc(F)cc2)CC1	-1.1
97	COc1ccc(S(=O)(=O)n2ccc(C(C)Oc3ccc(-c4ccccc4)c(F)c3)n2)cc1 (stereo not given)	-2.4
98	COc1ccc(NC(=O)c2cccc(S(=O)(=O)N3CCOCC3)c2)cn1	-0.024
99	Clc1ccc2c(NCc3ccco3)ncnc2c1	0.069
100	Cc1nn(CCO)c2c1C(=O)CCC2	0.15
101	O=C(NCc1ccccc1)N1CCC(c2nc3ccccc3[nH]2)CC1	-0.1
102	Cc1ccc(-c2ccc(OCC(=O)N3CCOCC3)cc2)cc1	0.017
103	CC(CN1CCN(c2ccccc2)CC1)c1ccccc1 (stereo not given)	0.38
104	Cc1cccc(NC(=O)c2ccccc2[N+](=O)[O-])n1	0.85
105	Cc1ccc(C(=O)OCC(=O)c2ccc(Cl)s2)s1	-1.7
106	Cc1ccc2cc(CN(CCN3CCCC3)C(=O)Nc3ccc(F)cc3)c(=O)[nH]c2c1C	0.25
107	Cc1nn(-c2ccc(C(=O)O)cc2)c(C)c1Oc1ccccc1O	0.32
108	CC(Oc1ccccc1)C(=O)Nc1ccc(S(=O)(=O)N2CCOCC2)cc1 (stereo not given)	-1
109	Cc1ccc(S(=O)(=O)CCC(=O)O)cc1C	0.026
110	CCC1C(=O)CC(c2ccco2)NC1c1ccco1 (stereo not given)	0.014
111	Cc1cccc(-n2ncc3c(N4CCC(C)CC4)ncnc32)c1	-1
112	O=C1N=C(N2CCOCC2)CS1	0.63
113	O=C(NCCCn1ccnc1)c1ccc2c(c1)OCCO2	-0.21
114	CCOC(=O)CCc1c(C)nc(SCCCn2c(=O)[nH]c3ccccc32)c(C#N)c1C	0.23
115	CSc1nsc(SCC(=O)Nc2ccc(C(C)=O)cc2)n1	-2
116	COc1ccc(C(=O)N2CCSC2=S)cc1OC	0.43
117	O=C(CNS(=O)(=O)c1cccs1)Nc1ccc2c(c1)OCCO2	-0.11
118	Cc1ccc(OCC(=O)c2c(O)c3ccccc3oc2=O)cc1C	-8.3*
119	CCOC(=O)C1=C(C)NC2=C(C1c1ccc([N+](=O)[O-])cc1)S(=O)(=O)c1ccccc12 (stereo not given)	-2
120	c1ccc(C2=Nn3c(nnc3-c3cc(-c4ccccc4)n[nH]3)SC2)cc1	-0.7
121	Cc1ccc(OC(C)C(=O)O)cc1C (stereo not given)	-2.1
122	CC(C)(C)[C@]1(O)CCN2C[C@H]3c4ccccc4CCc4cccc(c43)[C@@H]2C1	-3
123	CCOC(=O)N1CCN(C(=O)CSc2nnc(-c3cc(OC)ccc3OC)o2)CC1	1.9
124	Cc1cc(C)c(C(N)=O)c(Nc2cccc(Cl)c2)n1	0.04
125	Cc1nc2c(sc3nc4c(cc32)COC(C)(C)C4)c(=O)n1Cc1ccccc1	0.67
126	O=C(COc1ccc(/C=N/NC(=O)c2cc3ccccc3o2)cc1Cl)Nc1ccccc1	0.96
127	COc1ccc(S(N)(=O)=O)cc1C(=O)NCC1(N2CCCCC2)CCCCC1	0.34
128	COC(=O)C(C)Sc1nc2c(c(-c3ccc(OC)cc3)c1C#N)-c1ccccc1C2=O (stereo not given)	-2.2
129	COc1ccc(-c2nnc(SCc3cccnc3)o2)cc1	0.36
130	CC(C)C(c1nnnn1C1CCCC1)N1CCCCC1 (stereo not given)	0.076
131	O=C(NCCN1CCOCC1)c1ccncc1	0.033
132	Cn1c(Sc2ccc([N+](=O)[O-])cc2C(F)(F)F)nnc1-c1ccccc1	-0.24
133	Cn1c(Cl)c(C(=O)Nc2ccc(Cl)cc2)c2ccccc21	0.26
134	O=C(Nc1cccc2ncccc12)C(Cl)(Cl)Cl	1.4
135	O=C(NC1CCCC1)c1cnn2c(C(F)(F)F)cc(-c3ccco3)nc12	-1.6

# Six of the entries above in order of the Cav3 T inh value, falling:
entry	canonical_smiles	Cav3 T inh
107	Cc1nn(-c2ccc(C(=O)O)cc2)c(C)c1Oc1ccccc1O	0.32
26	c1ccc(Cn2nnc3c(Nc4ccc5c(c4)OCO5)nc(C4CC4)nc32)cc1	-0.055
85	O=C(NC1CS(=O)(=O)CC1NCc1ccccc1)c1ccccc1 (stereo not given)	-0.36
111	Cc1cccc(-n2ncc3c(N4CCC(C)CC4)ncnc32)c1	-1
122	CC(C)(C)[C@]1(O)CCN2C[C@H]3c4ccccc4CCc4cccc(c43)[C@@H]2C1	-3
14	Cc1ccc(C(=O)Nc2cc(C(F)(F)F)ccc2N2CCCCC2)cc1[N+](=O)[O-]	-3.1

# Not all compounds are listed; count on the stated rates, not on these rows.
